Screening results: PubChem BioAssay, NCI
NCI-60 one-dose screen, 48 h, at 10 µM unless noted. Numbers give growth in % (100 = growth as untreated, 0 = no growth, -100 = all killed).
OVCAR-5 = OVCAR-5 ovarian cancer. 82,000 compounds, 2.9% hits
NCI-H460 = NCI-H460 lung cancer; 82,000 compounds, 6.8% hits
NCI-H522 = NCI-H522 lung cancer; 78,000 compounds, 8% hits
OVCAR-3 = OVCAR-3 ovarian cancer; 79,000 compounds, 7% hits
NCI-H226 = NCI-H226 lung cancer; 79,000 compounds, 3.5% hits; AID 1794732
NCI-H23 = NCI-H23 lung cancer. 80,000 compounds, 4% hits
NCI/ADR-RES = NCI/ADR-RES ovarian cells. 81,000 compounds, 4.4% hits
NCI-H322M = NCI-H322M lung cancer | AID 1794733 | 80,000 compounds, 2.7% hits
OVCAR-8 = OVCAR-8 ovarian cancer; 81,000 compounds, 4.4% hits
Starred values were filed as active, the others as inactive; . = no result given; & = joins results of further samples. How the source made its calls: active means growth percent below 10; inactive means the rest.

entry	molecule	OVCAR-5	NCI-H460	NCI-H522	OVCAR-3	NCI-H226
1	OC1(c2ccccc2)CC(c2ccccc2)c2ccccc2O1 (centres undefined)	92	105	.	94	94
2	O=C1C(Cl)=C(Nc2ccccc2)C(=O)c2ccccc21	76	81	-86*	-97*	96
3	Clc1ccccc1-c1nnc(CCc2nc(-c3ccc(Br)cc3)no2)o1	104	112	98	117	107
4	Nc1nc2c(ncn2[C@@H]2O[C@H](CNO)[C@@H](O)[C@H]2O)c(=O)[nH]1	105	107	100	118	.
5	O=[N+]([O-])c1ccc(-c2nnc(COc3ccc(Cl)cc3Cl)o2)cc1	120	105	63	108	93
6	COc1ccc(/C=C(/C(=O)N2CCN(c3ccccc3)CC2)c2cc(OC)c(OC)c(OC)c2)cc1O	51	5.4*	-9.8*	-33*	29
7	CCCC(C)C(O)C(C)C (centres undefined)	105	106	95	111	98
8	Cn1c(C#N)ccc1-c1cccc(NS(C)(=O)=O)c1	95	105	87	102	111
9	COc1cc(-c2nn(-c3cccc(NC(=O)c4ccc(Cl)c(C(F)(F)F)c4)c3)cc2-c2ccncc2)ccc1Cl	91	25	1.5*	19	56
10	CCCC(=O)OCCOc1ccccc1	100	107	91	103	89
11	COc1cccc2nc(Nc3cccc(NC(=O)c4cc(N5CCOCC5)cc(C(F)(F)F)c4)c3)ccc12	98	49	81	78	48
12	O=C(CSc1nc2ccccc2c(=O)n1-c1ccccc1)Nc1ccc(C(=O)/C=C/c2ccc(Cl)cc2)cc1	98	100	85	104	.

entry	NCI-H23	NCI/ADR-RES	NCI-H322M	OVCAR-8
1	91	98	93	101
2	-34*	-15*	92	-32*
3	103	108	104	109
4	105	109	103	100
5	98	109	95	104
6	31	3.1*	42	14
7	102	102	95	109
8	99	106	97	107
9	59	13	85	39
10	102	107	99	97
11	78	60	69	52
12	93	106	101	103

Part of the list above, field by field:
5) O=[N+]([O-])c1ccc(-c2nnc(COc3ccc(Cl)cc3Cl)o2)cc1
  OVCAR-5: 120
  NCI-H460: 105
  NCI-H522: 63
  OVCAR-3: 108
  NCI-H226: 93
  NCI-H23: 98
  NCI/ADR-RES: 109
  NCI-H322M: 95
  OVCAR-8: 104

6) COc1ccc(/C=C(/C(=O)N2CCN(c3ccccc3)CC2)c2cc(OC)c(OC)c(OC)c2)cc1O
  OVCAR-5: 51
  NCI-H460: 5.4*
  NCI-H522: -9.8*
  OVCAR-3: -33*
  NCI-H226: 29
  NCI-H23: 31
  NCI/ADR-RES: 3.1*
  NCI-H322M: 42
  OVCAR-8: 14

Further entries:
entry	molecule	OVCAR-5	NCI-H460	NCI-H522	OVCAR-3	NCI-H226
13	O=C(Nc1ccc(OS(=O)(=O)Cc2ccccc2)cc1)C12CC3CC(CC(C3)C1)C2	104	69	82	80	90
14	FC(F)(F)Oc1cccc(-c2cc(Cl)c3cc(N4CCCC4)ccc3n2)c1	104	105	97	108	97
15	COc1cc(N=Nc2ccc(C(=O)N(C)C)cc2)c(C)cc1N=Nc1c(O)c2ccccc2[nH]c1=O	93	.	84	101	91
16	Cc1cc2n(n1)c1cc(C)nn1c1cc(C)nn21	104	105	90	114	100
17	C=CCC(=O)N[C@H](CO)Cc1ccc(-c2cc(Cl)cc(Cl)c2)cc1	79	100	58	98	82
18	COc1ccccc1NC(=O)c1sc2c(=O)[nH]cnc2c1C	127	106	77	118	96
19	CCOc1ccc(-c2cn[nH]c2N)cc1OCC	105	116	91	110	.
20	Cc1ccc(/C=C2\SC(=S)N(CCC(=O)NCCCN3CCOCC3)C2=O)cc1	103	102	91	103	92
21	COc1ccc(N2C(=O)CSC2=S)cc1	115	105	113	106	101
22	COc1ccc2c(c1)c(-c1nc(-c3cn(C)c4ncccc34)cs1)cn2C	83	104	114	130	100
23	CCCCNC(=S)Nc1ccc(OCc2nc3ccc(C)cc3[nH]2)cc1	118	114	100	109	112
24	Cc1cc(NS(=O)(=O)c2ccc(NC(=O)COc3ccc(-c4cc5ccccc5[nH]4)cc3)cc2)no1	52	9.1*	21	-0.5*	.

entry	NCI-H23	NCI/ADR-RES	NCI-H322M	OVCAR-8
13	85	84	95	91
14	94	99	100	103
15	87	106	104	73
16	100	101	100	102
17	91	85	75	87
18	98	112	100	106
19	104	103	94	104
20	95	99	104	97
21	111	112	94	125
22	102	87	90	106
23	106	114	107	106
24	22	9.2*	.	32

Following part:
entry	molecule	OVCAR-5	NCI-H460	NCI-H522	OVCAR-3	NCI-H226
25	CC(C)N(C)/N=N/N(C)C(C)C	115	120	97	107	121
26	O=C(OC(=O)C(c1ccccc1)C1CCCCC1)C(c1ccccc1)C1CCCCC1 (centres undefined)	95	104	98	107	96
27	CCN1C(=O)N(CC)C2C1N=C(SCc1ccc(Cl)cc1)N2/N=C/C=C/c1ccccc1OC (centres undefined)	99	86	34	51	75
28	NC(=O)CCS(=O)(=O)Cc1ccccc1	93	108	91	109	119
29	Cc1[nH]c(-c2nc3ccccc3[nH]2)c(C)c1C(=O)N[C@@H](C)c1ccccc1	92	98	91	101	89
30	N#Cc1c(-c2cccs2)cc(-c2cccc(Cl)c2)[nH]c1=O	120	100	94	110	91
31	ClC1C(Cl)C2(Cl)C(c3ccccc3)=CC1(Cl)C2(Cl)Cl (centres undefined)	108	96	76	.	107
32	CC1(C)CCCOC1=O	102	98	76	102	85
33	Cc1ccc(NC(=O)C(F)(F)F)cc1	100	106	89	119	98
34	C/C(=N\Nc1ccc([N+](=O)[O-])cc1[N+](=O)[O-])c1ccc(Cc2ccccc2)cc1	104	99	86	102	87
35	O=c1c(/C=C/c2ccco2)nnc(SCCN2CCOCC2)n1/N=C/c1ccc([N+](=O)[O-])cc1	103	103	86	108	85
36	COC(=O)c1cc(-c2ccc(C)cc2)n(C(=O)CSc2nc3sc(C(N)=O)c(C)c3c(=O)n2Cc2ccccc2)n1	110	103	95	106	103

entry	NCI-H23	NCI/ADR-RES	NCI-H322M	OVCAR-8
25	112	.	105	106
26	97	101	107	99
27	78	26	97	57
28	99	98	103	95
29	96	96	97	95
30	103	107	108	102
31	111	104	102	114
32	94	115	102	103
33	104	106	101	104
34	93	94	93	96
35	91	101	113	94
36	.	.	129	104

Following part
entry	molecule	OVCAR-5	NCI-H460	NCI-H522	OVCAR-3	NCI-H226
37	[Cu+].[NH-][C@H]1C[N-]C(=O)[C@H]([C@H]2CCN=C(N)N2)[N-]C(=O)/C(=C\NC(N)=O)[N-]C(=O)[C@H](CNC(=O)C[C@@H](N)CCCN)[N-]C(=O)[C@H](CO)[N-]C1=O	113	98	86	104	105
38	CC1(c2cccc(Br)c2)NC(=O)NC1=O (centres undefined)	98	110	80	113	100
39	COc1nc(N2CCOCC2)nc2cc(NCc3cccnc3)ccc12	109	104	89	106	94
40	Cc1[nH]c(C(=O)Nc2ccc(C(N)=O)cc2OC2CCNCC2)c(Cl)c1Cl	93	110	66	104	89
41	CCNC(=O)OCC	108	103	97	118	94
42	CCc1c(N)nc(N)nc1Nc1ccc(C)cc1	102	107	87	100	104
43	CC(=O)OCC(=O)[C@@]1(O)[C@H](C)CC2C3CCC4=CC(=O)C=C[C@]4(C)[C@@]3(F)[C@@H](O)C[C@@]21C (some centres undefined)	91	98	96	117	68
44	C=CCN1C(=O)c2cccc3c(C#CCN4C(=O)c5cccc6cccc(c56)C4=O)ccc(c23)C1=O	101	101	100	112	95
45	COc1ccc(Cn2cc(CNC(=O)c3cccnc3Nc3ccc(F)cc3)nn2)cc1	110	107	96	112	97
46	Cc1ccc(C(F)(F)F)cc1N1CCN(C(=O)[C@H]2C[C@H]2c2ccc(S(F)(F)(F)(F)F)cc2)CC1	93	72	69	84	78
47	Cc1cccc(OCCn2ccc(=O)n(CCOc3ccc(Cl)cc3C(=O)c3cc(C)cc(C)c3)c2=O)c1	74	79	64	70	68
48	COC(=O)[C@H](CC(C)C)NC(=O)c1cccc(-c2cc(=O)c3c(OC)c(OC)c(OC)cc3o2)c1	101	81	84	94	79

entry	NCI-H23	NCI/ADR-RES	NCI-H322M	OVCAR-8
37	105	103	106	106
38	91	104	119	104
39	101	106	101	104
40	94	105	83	92
41	104	110	103	99
42	95	103	101	109
43	111	98	107	90
44	95	97	94	97
45	.	.	85	133
46	82	81	100	89
47	78	65	90	96
48	.	89	94	81

Additional records follow:
entry	molecule	OVCAR-5	NCI-H460	NCI-H522	OVCAR-3	NCI-H226
49	O=C(CN1C(=O)S/C(=C\c2ccccc2)C1=O)Nc1ncc(Cc2ccc(Cl)cc2)s1	98	98	91	103	92
50	C/C(=N\NC(=S)Nc1ccccc1)c1sc(Nc2cccc(Cl)c2)nc1C	104	102	90	109	97
51	COc1cc(C2=NN(c3cc(Cl)cc(Cl)c3)C(c3sc(Cl)nc3Cl)C2)cc(OC)c1OC (centres undefined)	98	107	94	100	99
52	CCOC(C)C=O (centres undefined)	109	117	96	115	.
53	CC(C)[C@@H]1CC[C@@H](C)C[C@H]1O	93&104	106&116&109	105&96&85	112&104&108	106&105&102
54	Clc1cccc(CSc2ncnc3c2ncn3C2CCCCO2)c1 (centres undefined)	93	99	77	101	79
55	CC(C)(C)c1cc(/C=N\O)cc(C(C)(C)C)c1O	87	102	97	101	82
56	O=C(Nc1cccc(-n2cc(-c3ccncc3)c(-c3cc(O)cc(Cl)c3)n2)c1)c1cc(C(F)(F)F)cc(C(F)(F)F)c1	71	20	18	15	96
57	Cc1ccncc1CO	90	112	88	111	97
58	COc1ccccc1NC(=O)Cn1cc(CN2CCN(c3ccnc4cc(Cl)ccc34)CC2)nn1	83	96	87	101	85
59	Cc1cc(O)c(N=Nc2ccc(C(=O)O)cc2)cc1C	96	100	98	118	96
60	COc1ccc(-c2c(O)c(=O)[nH]c3ccc(OC)cc23)cc1	100	110	92	107	92

entry	NCI-H23	NCI/ADR-RES	NCI-H322M	OVCAR-8
49	88	95	93	88
50	88	97	93	103
51	101	101	99	101
52	101	105	99	101
53	109&98&98	114&101&99	117&101&106	103&95&103
54	84	84	110	95
55	113	113	94	107
56	43	47	74	40
57	99	103	103	97
58	89	92	95	93
59	94	99	93	107
60	96	99	93	98

Structural class: the entries above containing a cyano group (2)
entry	molecule	OVCAR-5	NCI-H460	NCI-H522	OVCAR-3	NCI-H226
8	Cn1c(C#N)ccc1-c1cccc(NS(C)(=O)=O)c1	95	105	87	102	111
30	N#Cc1c(-c2cccs2)cc(-c2cccc(Cl)c2)[nH]c1=O	120	100	94	110	91

entry	NCI-H23	NCI/ADR-RES	NCI-H322M	OVCAR-8
8	99	106	97	107
30	103	107	108	102

New compounds follow.
entry	molecule	OVCAR-5	NCI-H460	NCI-H522	OVCAR-3	NCI-H226
61	O=C1/C(=C/c2ccc(Cl)c(Cl)c2)CN(C(=O)CCN2CCC(=NO)CC2)C/C1=C\c1ccc(Cl)c(Cl)c1	-71*	-66*	-90*	-98*	-41*
62	COc1c(O[C@@H]2OC[C@@H](O)[C@H](O)C2O)cc2oc3cc(O[C@@H]4OC[C@@H](O)[C@H](O)C4O)c(CC=C(C)C)c(O)c3c(=O)c2c1CC=C(C)C (some centres undefined)	103	97	94	93	95
63	N#CCCCCCCl	101	107	92	112	98
64	Cc1ccc(N2CCN(CC(O)c3ccccc3)CC2)cc1 (centres undefined)	104	114	105	120	106
65	CCC(C(=O)N1CCNC2=C(C(=O)N(C)C2(C)C)C1c1ccc(Cl)c(Cl)c1)c1ccccc1 (centres undefined)	91	87	77	102	85
66	N#Cc1cnn(C(=O)c2ccccc2Br)c1NC(=O)c1ccccc1Br	100	101	95	107	101
67	Cc1ccc2cc(/C=C3\SC(=O)NC3=O)c(Cl)nc2c1	99	94	76	98	92

entry	NCI-H23	NCI/ADR-RES	NCI-H322M	OVCAR-8
61	-73*	-60*	-79*	-96*
62	106	104	98	93
63	103	109	108	97
64	98	101	121	102
65	87	89	93	.
66	98	97	105	103
67	88	98	94	97
